# Assay outcomes: PubChem BioAssay, several laboratories
# LYP phosphatase – PTPN22 lymphoid phosphatase activity blockers – biochemical, fluorescence intensity, uHTS (AID 1779). recombinant LYP phosphatase, fluorescence intensity; higher % means a stronger effect. one-dose inhibition, % at 11.5 µM; IC50 in µM for titrated hits. 0.054% of 290,000 active;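 also: plate controls were vehicle with enzyme for no effect and no enzyme for full effect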
# WT yeast gro inh – growth inhibition of WT yeast, mitochondrial fusion screen; mitochondrial fusion phenotypic screen, WT strain; 2.1% of 190,000 active; inhibition, % at 10 µM; in the data active = inhibition above about 58%; tested in S. cerevisiae
# TNAP activation fold – human TNAP enzyme activators, primary screen, biochemical, luminescent, no phosphate acceptor, uHTS (AID 1001). one-dose activation fold at 20 µM; EC50 in µM for titrated hits. purified TNAP, luminescent activation assay, no phosphate acceptor; higher activation fold means a stronger effect. 0.03% of 200,000 active; in the data active = activation fold from about 3, or a potency from the dose series; inactive = the rest, 99 in 100 with activation fold below about 1.6; also: many of its hits are not listed in these tables
# PMI inhibitors – MPI enzyme activity inhibition – biochemical, fluorescence intensity, coupled assay, primary screen (AID 1209). purified PMI enzyme, coupled fluorescence intensity; higher % means a stronger effect. inhibition, % at 20 µM; hits with a dose series show IC50 in µM. 0.42% of 190,000 active;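 also: plate controls were DMSO vehicle for no effect and wells lacking substrate for full effect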
# human PMI inhibitors – MPI inhibition at elevated mannose 6-phosphate – biochemical, fluorescence intensity, high mannose 6-phosphate, primary screen (AID 1220); recombinant PMI enzyme, coupled fluorescence intensity; higher % means a stronger effect; inhibition, % at 20 µM, or IC50 in µM where a hit was titrated; 0.66% of 190,000 active
# M1AAP inhibition – P. falciparum M1AAP inhibitors, biochemical, fluorogenic H-Leu-NHMec substrate, 1536-well (AID 1445) | recombinant M1AAP, H-Leu-NHMec fluorogenic kinetic assay; higher % means a stronger effect | inhibition, % at 30 µM; hits with a dose series show IC50 in µM | 0.42% of 220,000 active;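 active = primary inhibition above the hit cutoff, then over 50% inhibition at one or more dose response concentrations, cut at about 23% in these data, passing the limit was not always enough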;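 also: plate controls were DMSO full reaction for no effect and no enzyme background for full effect; strong numbers were not always called active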
# P. falciparum M17LAP – P. falciparum M17LAP inhibitors, primary screen, biochemical, fluorogenic H-Leu-NHMec substrate, 1536-well (AID 1619); recombinant M17LAP, H-Leu-NHMec fluorogenic kinetic assay; higher % means a stronger effect; 0.38% of 220,000 active; inhibition, % at 30 µM; hits with a dose series show IC50 in µM;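 active = compound inhibiting the enzyme by more than half at any dose during confirmatory dose-response retesting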;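 also: plate controls were full reaction with DMSO carrier for no effect and no enzyme background for full effect; strong numbers were not always called active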
# Yfh1-off respiration – mitochondrial function rescue without frataxin homolog – Friedreich's ataxia, plus single-dose screen, dose response (AID 1465). fold induction at 50 µM, or EC50 in µM where a hit was titrated. 0.074% of 220,000 active. S. cerevisiae Yfh1-off respiration, WST-1 reduction, 72 h; higher fold induction means a stronger effect;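 active = fold induction of absorbance versus untreated yeast above a set limit, then at least 30% activation at any dose in follow-up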;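 also: activators that raise dye reduction in frataxin-depleted yeast; strong numbers were not always called active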
# XIAP displacement – XIAP antagonists, biochemical, IAP family, fluorescence polarization (AID 1018) | XIAP BIR domain, fluorescence polarization peptide displacement; higher % means a stronger effect | one-dose displacement, % at 20 µM; IC50 in µM for titrated hits | 0.007% of 200,000 active; in the data active = displacement above about 50%; also: a part of the inactive calls stands beside numbers as strong as those of hits
# WT yeast gro inh mutant strain – further read-out of WT yeast gro inh, marked with its call; inhibition, %; mitochondrial fusion phenotypic screen, mutant strain inhibition
# Active calls of the source: *; i = inactive; . = not tested or not shown. Rule as the data show it, unless noted: active = inhibition above about 50%; inactive = the rest.
canonical_smiles	XIAP displacement	WT yeast gro inh	WT yeast gro inh mutant strain	LYP phosphatase	human PMI inhibitors	Yfh1-off respiration	PMI inhibitors	P. falciparum M17LAP	TNAP activation fold	M1AAP inhibition
O=C(Nc1ccc2sc3ccccc3c(=O)c2c1)c1ccccc1Cl	-7.4%	11	16	0%	6%	i	12%	-21%	1.1	-1%
Cc1ccnc2ccc(-c3nc4ccccc4o3)cc12	-3.4%	7	-2	-10%	5%	i	11%	-4%	1	4%
CC(C)Oc1ccc(C(CC(=O)NCCCN(C)C)c2ccc(F)cc2)cc1 (stereo not given)	-5.8%	8	14	-7%	6%	i	5%	-1%	1.1	1%
CSc1ccccc1NC(=O)c1ccccn1	-6.9%	1	12	0%	0%	i	-3%	3%	1.2	2%
Cn1ccc(-c2ccccc2)c(C#N)c1=O	-3.6%	11	0	-5%	2%	i	3%	3%	1.1	1%
COC(=O)[C@@H](NC(=O)O[C@H]1C(=O)c2ccc(OC)cc2O[C@@H]1c1ccc2c(c1)OCO2)C(C)C	-5.0%	11	-12	0%	14%	i	20%	-7%	1	0%
Cc1cccc(NC(=O)C(=O)NCC2CCCO2)c1 (stereo not given)	-3.4%	-7	-1	-5%	2%	i	13%	.	1.1	.
CC(=O)c1cc(-c2nc3ccccc3n2C)n(C)c1	-4.4%	0	-8	-3%	8%	i	15%	-9%	1	-4%
O=C1C2CC=C(Cl)CC2C(=O)N1CC1Cc2ccccc2CO1 (stereo not given)	-0.6%	20	12	-5%	4%	i	-5%	33%	1.1	2%
CCOC(=O)c1sc(NC(=O)CN(CC(C)C)CC(C)C)c(C(=O)OCC)c1C	-3.1%	-35	-41	-2%	3%	i	5%	-4%	1	10%
CCOc1cc2[nH]c(=S)n(CCN3CCCCC3C)c(=O)c2cc1OCC (stereo not given)	-19%	4	0	-4%	19%	i	18%	21%	1	9%
Cc1nc2ccc(NC(=O)c3cccc(S(=O)(=O)N4CC(C)OC(C)C4)c3)cc2s1 (stereo not given)	-6.3%	4	9	-5%	10%	i	9%	9%	1.1	1%
CCC(=O)N1CCN(c2ccnc3cc(Cl)ccc23)CC1	.	.	.	-5%	.	i	.	3%	.	5%
NC(=O)Cc1nc(-c2ccccc2)cs1	0.3%	11	11	6%	-5%	i	-7%	8%	1	-3%
Cc1ccccc1Nc1nc(N)nc(CSc2nnc3sc4ccccc4n23)n1	-2.2%	-10	-7	-1%	1%	i	4%	-3%	1.2	-3%
CCOC(=O)C1=C(C)OC(N)=C(C#N)C1c1cc(C)sc1C (stereo not given)	-1.7%	13	2	-10%	4%	i	2%	-5%	1.1	5%
COC(=O)C1C(=O)NCC1c1ccc(C)cc1 (stereo not given)	-3.0%	19	14	-9%	3%	i	1%	17%	1.2	-1%
CCc1noc(C)c1C(=O)N1CCOCC1	-10%	0	14	0%	2%	i	5%	-8%	0.9	9%
COc1ccc(C(=O)Oc2cc(/C=N/NC(N)=S)ccc2OC)cc1	-5.5%	55	50	-3%	3%	i	10%	-6%	1	-9%
COCC(C)NC(C(=O)Nc1ccc(C)c(Cl)c1)c1ccccc1 (stereo not given)	-3.1%	-2	0	3%	2%	i	2%	-9%	1.2	7%
O=[N+]([O-])c1cc(/C=N/N/C(=N/c2ccccn2)c2ccccn2)ccc1O	-3.2%	6	13	2%	-38%	i	-22%	-11%	2.2	4%
Cc1cc(NC(=O)c2cc(CC(C)C)on2)no1	-8.5%	0	-2	-3%	21%	i	18%	2%	1.1	-1%
COC(=O)[C@H](C)NC(=O)NCc1ccc(F)cc1	-1.0%	-27	-26	0%	8%	i	8%	-9%	1.1	7%
Cc1cc(C(=O)Nc2ccc(S(=O)(=O)N3CCOCC3)cc2)c(C)o1	.	.	.	-8%	.	i	.	9%	.	5%
COCc1[nH][nH]c(=O)c1C=Nc1ccc(Oc2ccccc2)cc1	-5.7%	-6	7	-4%	-4%	i	-8%	7%	1.6	16%
COc1cccc(NC(=O)CSc2nc3ccccc3c3nc4ccccc4n23)c1	-4.2%	6	-12	-3%	-1%	i	6%	23%	1.3	-5%
C=CCSc1nc(C)c(CC(=O)OCCCC)c(=O)[nH]1	-0.1%	5	-3	-5%	4%	i	4%	3%	1.1	3%
CCn1c(COc2cccc(C)c2)nnc1SCC(=O)Nc1cccc(C(=O)OC)c1	-3.5%	24	5	-9%	7%	i	7%	-1%	1.1	5%
Cc1ccc2[nH]c(=O)c(CN(Cc3cccs3)C(=S)NCC3CCCO3)cc2c1 (stereo not given)	-8.8%	10	14	-3%	2%	i	2%	7%	0.9	2%
CCn1cc(/C=C/C(=O)Nc2c(C)nn(Cc3ccccc3)c2C)cn1	-3.9%	-5	-13	-2%	-6%	i	-16%	5%	1	9%
Cc1ccc(-c2nnc3ccc(SCC(=O)NCc4ccco4)nn23)cc1	-3.6%	-2	7	-8%	-2%	i	4%	-3%	1	1%
CC1(C)C2CCC1(C)C(OCC[N+](C)(C)CC(=O)OC1CCCCC1)C2 (stereo not given)	-4.9%	26	1	-6%	7%	i	10%	8%	1	5%
N#CC1=C(N)C(C#N)(C#N)C2(C(=O)Nc3ccccc32)C2CCCC=C12 (stereo not given)	-9.7%	-1	-4	-5%	37%	i	1%	-11%	1	9%
CCOC(=O)CNC(=O)C1c2cc(OC)c(OC)cc2C(=O)N(C)C1c1ccccc1F (stereo not given)	-7.2%	10	12	-7%	9%	i	19%	-9%	1.1	-8%
COC(=O)[C@@]1(Cc2ccc(F)cc2)[C@H]2c3cc(C(=O)N4CCCC4)n(Cc4ccc(C(F)(F)F)nc4)c3C[C@H]2CN1C(=O)c1ccccc1	-8.6%	19	-19	3%	6%	i	3%	9%	1.1	15%
O=C(COC(=O)/C=C/c1cccs1)Nc1nc(-c2cccc(Br)c2)cs1	.	.	.	-2%	.	i	.	5%	.	0%
O=C(COc1ccc(Cl)cc1)Nc1ccc2oc(-c3ccncc3)nc2c1	-6.8%	-1	-10	2%	1%	i	13%	-6%	1.1	2%
O=C(O)c1ccc(S(=O)(=O)Nc2cccc(CP(=O)(c3ccccc3)c3ccccc3)c2)cc1	.	.	.	-3%	.	i	.	5%	.	12%
COc1ccc(CNC(=O)c2ccc[nH]2)cc1Cl	-2.9%	4	6	-10%	0%	i	0%	1%	1.1	-1%
O=S(=O)(Cc1ccccc1)N1CCN(Cc2ccc3c(c2)OCO3)CC1	1.7%	6	22	-1%	9%	i	6%	-5%	1.1	1%
CC(C)Cc1nc2ccc(N)cc2[nH]1	-5.6%	8	-2	-12%	45%	i	8%	7%	1.1	4%
CC(C)N(C(=O)Cn1c(SCC(=O)Nc2nccs2)nc2ccccc21)C(C)C	-3.2%	-24	0	-4%	-18%	i	-15%	-9%	1.1	5%
CCN(CC)CCOC(=O)c1ccc(NC(=O)c2ccc(Cl)c(S(=O)(=O)N3CCCCCC3)c2)cc1	0.1%	40	-12	-8%	-6%	i	-8%	-1%	1	3%
COc1cccc(Nc2nnc(SCC(=O)N3CCOCC3)s2)c1	-4.2%	15	2	0%	-15%	i	-11%	32%	1	-1%
Cc1ccc(-n2ncc3c(=O)n(CC(=O)NCC4CCCO4)cnc32)cc1 (stereo not given)	-10%	1	9	-5%	9%	i	4%	1%	1.1	3%
COC(=O)c1ccc(OC(C)C(=O)c2ccc(C)cc2)cc1 (stereo not given)	-7.4%	-22	4	-4%	4%	i	8%	6%	1	4%
COc1ccc(C(c2nnnn2Cc2cccs2)N2CCN(c3ccccc3F)CC2)cc1 (stereo not given)	-2.0%	13	-4	10%	17%	i	20%	6%	1.1	4%
COc1ccc(NC(=O)CC2SC(=NCc3ccccc3OC)NC2=O)cc1 (stereo not given)	-1.5%	.	.	-7%	0%	i	-2%	3%	1	0%

# Twelve structures out of the list, ordered by molar mass, largest number first:
canonical_smiles	XIAP displacement	WT yeast gro inh	WT yeast gro inh mutant strain	LYP phosphatase	human PMI inhibitors	Yfh1-off respiration	PMI inhibitors	P. falciparum M17LAP	TNAP activation fold	M1AAP inhibition
COC(=O)[C@@]1(Cc2ccc(F)cc2)[C@H]2c3cc(C(=O)N4CCCC4)n(Cc4ccc(C(F)(F)F)nc4)c3C[C@H]2CN1C(=O)c1ccccc1	-8.6%	19	-19	3%	6%	i	3%	9%	1.1	15%
CCN(CC)CCOC(=O)c1ccc(NC(=O)c2ccc(Cl)c(S(=O)(=O)N3CCCCCC3)c2)cc1	0.1%	40	-12	-8%	-6%	i	-8%	-1%	1	3%
O=C(O)c1ccc(S(=O)(=O)Nc2cccc(CP(=O)(c3ccccc3)c3ccccc3)c2)cc1	.	.	.	-3%	.	i	.	5%	.	12%
COc1ccc(C(c2nnnn2Cc2cccs2)N2CCN(c3ccccc3F)CC2)cc1 (stereo not given)	-2.0%	13	-4	10%	17%	i	20%	6%	1.1	4%
O=C(COC(=O)/C=C/c1cccs1)Nc1nc(-c2cccc(Br)c2)cs1	.	.	.	-2%	.	i	.	5%	.	0%
CCOC(=O)CNC(=O)C1c2cc(OC)c(OC)cc2C(=O)N(C)C1c1ccccc1F (stereo not given)	-7.2%	10	12	-7%	9%	i	19%	-9%	1.1	-8%
CC(C)N(C(=O)Cn1c(SCC(=O)Nc2nccs2)nc2ccccc21)C(C)C	-3.2%	-24	0	-4%	-18%	i	-15%	-9%	1.1	5%
COc1ccc(NC(=O)CC2SC(=NCc3ccccc3OC)NC2=O)cc1 (stereo not given)	-1.5%	.	.	-7%	0%	i	-2%	3%	1	0%
O=C(COc1ccc(Cl)cc1)Nc1ccc2oc(-c3ccncc3)nc2c1	-6.8%	-1	-10	2%	1%	i	13%	-6%	1.1	2%
Cc1ccc(-n2ncc3c(=O)n(CC(=O)NCC4CCCO4)cnc32)cc1 (stereo not given)	-10%	1	9	-5%	9%	i	4%	1%	1.1	3%
COc1cccc(Nc2nnc(SCC(=O)N3CCOCC3)s2)c1	-4.2%	15	2	0%	-15%	i	-11%	32%	1	-1%
COC(=O)c1ccc(OC(C)C(=O)c2ccc(C)cc2)cc1 (stereo not given)	-7.4%	-22	4	-4%	4%	i	8%	6%	1	4%

# New compounds follow
canonical_smiles	XIAP displacement	WT yeast gro inh	WT yeast gro inh mutant strain	LYP phosphatase	human PMI inhibitors	Yfh1-off respiration	PMI inhibitors	P. falciparum M17LAP	TNAP activation fold	M1AAP inhibition
Cc1ccc(N(CC(=O)N/N=C/c2cc(C)n(-c3ccccc3C)c2C)S(C)(=O)=O)cc1	-13%	-6	5	2%	28%	i	20%	-6%	1.1	2%
COc1ccc(-c2nnc3sc(-c4ccc(Br)o4)nn23)cc1OC	-2.6%	.	.	-6%	15%	.	7%	.	1.1	.
O=C(CSc1nnc(Cc2cccs2)n1Cc1ccco1)Nc1cc(Cl)cc(Cl)c1	-4.4%	52	48	1%	15%	i	17%	12%	1.1	4%
O=C(O)c1cc(-c2cccs2)nn1-c1ccccc1	-1.0%	-8	6	-4%	-9%	i	-16%	11%	1.1	-4%
COc1ccc(N2CCN(C(=O)CCS(=O)(=O)c3ccc(OC)cc3)CC2)cc1	-3.1%	-1	6	0%	6%	i	1%	7%	1.1	2%

# Rows are unselected; overall some 3.7% were active at least once.
